Compound activity: PubChem, National Center for Advancing Translational Sciences (NCATS)
HTT aggregate – reduces HttQ103-GFP aggregates in PC12 cells; PC12 HttQ103-GFP aggregates, Acumen cytometry, 40 h; hit rate 1.1% among 220,000; Potency, µM (series often up to 46.1 µM), for inactives: at the top dose activity change, negative = inhibition, most hits filed as inhibitors; further: potency means the concentration at half of the fitted maximal effect; on the % scale 0 is the no-effect control and ±100 the full control effect; nearly all actives have a fitted effect of over 60% in size
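Aggregates are detected as GFP objects 1–25 µm with signal 6 STDEV over background in lysates of induced PC12 cells. These carry Huntingtin exon 1 with 103 glutamines fused to GFP under an ecdysone promoter; compounds titrated.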
NPSR antag – antagonists of human neuropeptide S receptor cAMP signaling; Potency, µM (top dose mostly 38.3 µM), inactives show at the top dose activity change, negative = inhibition, hits mostly inhibitors; CHO-NPSR cells, cAMP TR-FRET, antagonist mode; hit rate 1% among 220,000; further: potency means the concentration at half of the fitted maximal effect; on the % scale 0 is the no-effect control and ±100 the full control effect; nearly all actives have a fitted effect of over 50% in size; many of its hits are not listed in these tables
CBFb RUNX1 block – blocks binding between human CBF-beta and RUNX1 | Q01196+Q13951 | AlphaScreen CBFb-His/RUNX1-biotin binding, biochemical | Potency, µM (highest dose often 59.8 µM), for the others: at the highest dose activity, negative = inhibition, most hits filed as inhibitors | 230,000 tested, under 10 active | AID 1477; further: % of control where 0% means no effect
Target sequence (Q01196 whole entry, looked up): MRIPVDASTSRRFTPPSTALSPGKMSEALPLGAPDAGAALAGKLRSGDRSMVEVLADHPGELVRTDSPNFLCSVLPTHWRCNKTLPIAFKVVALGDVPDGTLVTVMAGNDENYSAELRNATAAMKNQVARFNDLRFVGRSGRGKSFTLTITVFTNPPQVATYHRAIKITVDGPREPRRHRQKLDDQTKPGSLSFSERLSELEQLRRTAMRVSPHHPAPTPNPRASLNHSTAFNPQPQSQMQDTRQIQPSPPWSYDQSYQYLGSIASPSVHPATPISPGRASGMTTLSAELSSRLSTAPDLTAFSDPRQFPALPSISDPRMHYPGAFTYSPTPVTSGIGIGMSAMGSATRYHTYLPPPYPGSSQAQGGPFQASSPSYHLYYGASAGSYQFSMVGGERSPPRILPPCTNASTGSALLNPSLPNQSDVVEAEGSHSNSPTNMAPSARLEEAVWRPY
Target sequence (Q13951 whole entry, looked up): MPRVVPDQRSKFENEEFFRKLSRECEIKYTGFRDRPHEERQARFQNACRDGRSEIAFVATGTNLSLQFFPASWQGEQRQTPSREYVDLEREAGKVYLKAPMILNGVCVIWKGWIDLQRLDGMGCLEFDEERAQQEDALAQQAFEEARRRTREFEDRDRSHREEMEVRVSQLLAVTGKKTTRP
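CBFb-His/RUNX1-biotin, 30 nM each, preincubated 20 min RT; compound 15 min RT; Ni + streptavidin beads 50 ng each, 90 min RT; AlphaScreen read.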
Luc counter – Kinase-Glo luciferase inhibition (counter-screen) | Q27757 | Kinase-Glo luciferase, ATP luminescence, 8 min | Potency, µM (highest dose often 38.3 µM), for the others: top-dose activity change, negative = inhibition, hits mostly inhibitors | hit rate 0.28% among 200,000 | AID 1379; further: potency means the concentration at half of the fitted maximal effect; on the % scale 0 is the no-effect control and ±100 the full control effect; nearly all actives have a fitted effect of over 60% in size
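Compounds were added to a substrate mix at pH 7.2 (50 mM imidazole, 10 uM ATP, within the enzyme's linear range), followed by Kinase-Glo detection reagent; luminescence was measured after 8 minutes at ambient temperature.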
Epigenetic reg – epigenetic control regulation, reporter derepression; AID 1865; murine LDR cells, GFP reporter derepression, 30 h; hit rate 0.2% among 280,000; Potency, µM (top dose mostly 53.9 µM), for the others: at the top dose GFP activation, usual class: activators; further: potency means the concentration at half of the fitted maximal effect; % of control where 0% means no effect; nearly all actives have a fitted effect of over 60% in size
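Readout is the number of GFP-expressing murine LDR cells, counted by cytometry following washing. Cells were treated with compound for 30 h at 37 C; the stably integrated CMV-GFP locus is normally silent.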
IMPase Li cell – IMPase inhibition in cells with lithium potentiation; CHO-M1 cells, IP1 TR-FRET (IP-One), carbachol + lithium; Potency, µM (doses to about 59.4 µM), inactives show at the highest dose activity, negative = IMPase inhibition, hits mostly inhibitors; hit rate 0.35% among 210,000; AID 1457;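 further: IP1 builds up when IMPase is blocked and the TR-FRET signal falls; potency means the concentration at half of the fitted maximal effect; plate controls were basal vehicle for no effect and high inhibitor control for full effect; nearly all actives have a fitted effect of over 50% in size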
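Lithium-sensitised IP1 accumulation assay; M1-expressing CHO cells treated 30 min at 37C with compound. Competitive antibody detection by time-resolved FRET followed a 10 min room-temperature lysis step.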
LMNA splice mod – LMNA splicing modulation; HeLa LMNA splicing GFP/RFP minigene ratio, 48 h; Potency, µM (top dose mostly 46.1 µM), inactives show at the highest dose ratio change, negative = inhibition, most hits filed as inhibitors; AID 1487; hit rate 0.01% among 200,000; active means well fitted inhibition curve with a large enough effect in the signal ratio, with a control signal flat, not every such curve was filed as active; inconclusive means small, poorly fitted or top-dose-only effect, or effect the other way, or a change in a side signal; the % refers to the signal ratio; further: potency means the concentration at half of the fitted maximal effect; on the % scale 0 is the no-effect control and ±100 the full control effect
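S3 HeLa cells stably expressing lamin A-EGFP splicing minigene plus DsRed2, 600 cells/well, 48 h compound exposure at 37C. Laser-scanning cytometry; analysed as GFP (500-530 nm)/RFP (575-640 nm) total intensity ratio; 0.5% DMSO vehicle.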
Active calls of the source: *; ? = inconclusive; / = no result given; [ ] = dose if it differs, or a comment. Unless noted, the call rests on the fitted dose curve; in most records, active means well fitted curve in the direction sought with a large enough effect; inconclusive means small, poorly fitted or top-dose-only effect, or another doubt; inactive means no such curve, though single readings can be large; an effect the other way counts as inactive or inconclusive. A portion of the library; the hit share may differ from the screen's.

SMILES | HTT aggregate | NPSR antag | CBFb RUNX1 block | Luc counter | Epigenetic reg | IMPase Li cell | LMNA splice mod
Brc1ccccc1/C=N/Nc1ccc2ccccc2n1 | ? | -37% | 10% | -2% | 0.0% | 11% | -22%
Cn1c2ccccc2c2ncn(Cc3ccco3)c(=O)c21 | 11% | -13%[46.1 µM] | -3% | -6% | 1.0% | 4%[38.3 µM] | 14%
Cn1c(=O)[nH]c(=O)c2[nH]c(CN3CCN(Cc4ccccc4)CC3)nc21 | 17%[9.22 µM] | 15% | -10% | / | 0.0% | / | /
Cc1cccc2cc(/C=N/Nc3ccc(C(=O)O)cc3)c(Cl)nc12 | 4%[9.22 µM] | -41% | -11% | / | 0.3% | / | /
CCC(C)(C)n1nnnc1C(C(C)C)N1CCSCC1 (stereo not drawn) | 6% | -10%[46.1 µM] | -4% | -2% | -1.1% | 4%[38.3 µM] | 9%
Cc1cc(C)nc(NC2=NCC(=O)N2c2ccc(F)c(Cl)c2)n1 | 11% | -9%[46.1 µM] | 1% | 0% | 4.5% | 9%[38.3 µM] | -2%
Cc1cc2nnc(SCC(=O)N3CCCCCC3)n2c(N)n1 | 7%[9.22 µM] | -6% | 3% | 0% | -0.9% | -2% | 15%[46 µM]
CCOc1ccc(C(=O)NCC(=O)OCC(=O)c2ccc3c(c2)-c2ccccc2C3)cc1 | -9% | -7% | -1% | 1% | -1.9% | -10% | -19%
Cc1ccc2c(c1)C1CN(C)CCC1N2C(=O)c1cccc(S(=O)(=O)N(C)C)c1 (stereo not drawn) | -7% | -14% | -5% | 4% | -1.4% | 11% | 8%[46 µM]
Cc1ccc(Cl)cc1N1CCN(C(=O)C2CCN(S(=O)(=O)c3cnc[nH]3)CC2)CC1 | -4% | -1%[46.1 µM] | 7% | 1% | 4.8% | 56%[activator][38.3 µM] | 10%
Cc1ccc(C(=O)NC(=S)NNC(=O)CC#N)cc1 | / | -5% | -7% | 0% | 0.0% | 7% | 3%[46 µM]
COC(=O)c1cn(C(=O)c2ccccc2)c2ccccc12 | -7%[9.22 µM] | -8% | -4% | -1% | 1.1% | 14% | /

In the list so far, 2 have an NH in an aromatic ring:
SMILES | HTT aggregate | NPSR antag | CBFb RUNX1 block | Luc counter | Epigenetic reg | IMPase Li cell | LMNA splice mod
Cn1c(=O)[nH]c(=O)c2[nH]c(CN3CCN(Cc4ccccc4)CC3)nc21 | 17%[9.22 µM] | 15% | -10% | / | 0.0% | / | /
Cc1ccc(Cl)cc1N1CCN(C(=O)C2CCN(S(=O)(=O)c3cnc[nH]3)CC2)CC1 | -4% | -1%[46.1 µM] | 7% | 1% | 4.8% | 56%[activator][38.3 µM] | 10%

(next part)
SMILES | HTT aggregate | NPSR antag | CBFb RUNX1 block | Luc counter | Epigenetic reg | IMPase Li cell | LMNA splice mod
COc1ccccc1NC(=O)CCSc1nnc(-c2ccco2)o1 | 10%[9.22 µM] | 3% | 1% | -2% | 13% | 7% | ?
Cc1cc(NC(=O)c2cc3ccccc3o2)cc(C)c1OCC(=O)N1CCOCC1 | -1% | -7%[46.1 µM] | -2% | -3% | 0.0% | 5% | ?
COCCN(Cc1cc2cc3c(cc2nc1Cl)OCO3)C(=O)Nc1ccc(F)cc1 | ? | -25%[46.1 µM] | 6% | 5% | 0.1% | 18% | ?
CCOC(=O)c1nnn2c3ccccc3c(=O)n(C)c12 | 5%[9.22 µM] | 3% | 7% | / | 0.1% | / | /
COc1ccccc1N(C1=NCCCS1)S(=O)(=O)c1ccc(C(C)(C)C)cc1 | 6%[9.22 µM] | ? | 5% | 0% | -8.1% | 11% | 6%[46 µM]
COC(=O)c1[nH]c2ccccc2c1NS(=O)(=O)c1ccc(F)c(C)c1 | -16% | -18%[46.1 µM] | 3% | -2% | -0.7% | 14%[38.3 µM] | ?
O=C(NN=C1CCCC1)c1cc(-c2ccccc2)n[nH]1 | -1% | 14% | 10% | -2% | 0.0% | 6% | -21%
CCSC1=N/C(=C\c2ccc(-c3ccccc3[N+](=O)[O-])o2)C(=O)S1 | 16% | -25%[46.1 µM] | ? | -3% | -1.1% | -7%[38.3 µM] | 1%[0.0737 µM]
CCN(CC)C(=O)N1CCN(C(=O)N2CCOCC2)CC1 | / | 5% | 0% | 0% | 1.1% | -2% | 10%[46 µM]
Cc1cc(-n2c(C)cc(C(=O)CSc3nnc4sc5ccccc5n34)c2C)no1 | 10% | ? | 5% | -1% | 5.1% | 17%[38.3 µM] | 7%
NC(=O)COC(=O)c1ccc(NS(=O)(=O)c2ccc3c(c2)OCCO3)cc1 | -6%[9.22 µM] | 13% | 22% | / | -0.1% | / | /
COc1ccc(C2=NN(c3nc(C(=O)O)cs3)C(O)(C(F)(F)F)C2)c(OC)c1 (stereo not drawn) | 8% | -2% | 1% | -5% | 0.0% | -7% | 0%[9.22 µM]

Part of the list above in order of count of non-hydrogen atoms, lowest first:
SMILES | HTT aggregate | NPSR antag | CBFb RUNX1 block | Luc counter | Epigenetic reg | IMPase Li cell | LMNA splice mod
CCC(C)(C)n1nnnc1C(C(C)C)N1CCSCC1 (stereo not drawn) | 6% | -10%[46.1 µM] | -4% | -2% | -1.1% | 4%[38.3 µM] | 9%
CCN(CC)C(=O)N1CCN(C(=O)N2CCOCC2)CC1 | / | 5% | 0% | 0% | 1.1% | -2% | 10%[46 µM]
COc1ccc(C2=NN(c3nc(C(=O)O)cs3)C(O)(C(F)(F)F)C2)c(OC)c1 (stereo not drawn) | 8% | -2% | 1% | -5% | 0.0% | -7% | 0%[9.22 µM]

The results go on.
SMILES | HTT aggregate | NPSR antag | CBFb RUNX1 block | Luc counter | Epigenetic reg | IMPase Li cell | LMNA splice mod
COc1ccc([N+](=O)[O-])cc1NC(=O)CSc1ccc2ccccc2c1 | -13% | -6% | 5% | 3% | -3.2% | 9% | ?
CSC(=NC#N)N1CCN(c2ccc([N+](=O)[O-])cc2)CC1 | 21%[9.22 µM] | -8% | -2% | 4% | -1.3% | 15% | /
COc1ccc(CN2CC(=O)N(c3ccc(C)cc3C)C2=S)cc1OC | -26% | 5% | -1% | 0% | 2.1% | -2% | /
COc1cc(C(=O)O/N=C2\C=CC(=O)C(C)=C2)cc(OC)c1OC | 11µM* | -9%[46.1 µM] | 1% | -3% | -1.1% | 36%[activator][38.3 µM] | ?
CCOC(=O)c1cc2c(C)[nH]c(C)c2cc(C(=O)OCC)c1=O | 0%[9.22 µM] | 17% | -20% | -4% | 2.3% | 2% | -8%[46 µM]
CN(C(=O)c1ccccn1)c1nnc(-c2cccnc2)s1 | -7% | -12%[46.1 µM] | 6% | -6% | 1.2% | 1% | 1%
COC(=O)c1ccc(C(=O)OC)c(NC(=S)N2CCCC(CO)C2)c1 (stereo not drawn) | -5% | -3% | 2% | 0% | -0.2% | 4% | 4%[46 µM]

Record cards, as listed above. Screens in order: HTT aggregate, NPSR antag, CBFb RUNX1 block, Luc counter, Epigenetic reg, IMPase Li cell, LMNA splice mod
Entry for CSC(=NC#N)N1CCN(c2ccc([N+](=O)[O-])cc2)CC1 : 21%[9.22 µM], -8%, -2%, 4%, -1.3%, 15%, /
Entry for CN(C(=O)c1ccccn1)c1nnc(-c2cccnc2)s1 : -7%, -12%[46.1 µM], 6%, -6%, 1.2%, 1%, 1%

Shown tab-delimited: part of the list above.
mol	HTT aggregate	NPSR antag	CBFb RUNX1 block	Luc counter	Epigenetic reg	IMPase Li cell	LMNA splice mod
CCOc1ccc(C(=O)NCC(=O)OCC(=O)c2ccc3c(c2)-c2ccccc2C3)cc1	-9%	-7%	-1%	1%	-1.9%	-10%	-19%
Cc1ccc2c(c1)C1CN(C)CCC1N2C(=O)c1cccc(S(=O)(=O)N(C)C)c1 (stereo not drawn)	-7%	-14%	-5%	4%	-1.4%	11%	8%[46 µM]
Cc1ccc(Cl)cc1N1CCN(C(=O)C2CCN(S(=O)(=O)c3cnc[nH]3)CC2)CC1	-4%	-1%[46.1 µM]	7%	1%	4.8%	56%[activator][38.3 µM]	10%
Cc1ccc(C(=O)NC(=S)NNC(=O)CC#N)cc1	/	-5%	-7%	0%	0.0%	7%	3%[46 µM]
COC(=O)c1cn(C(=O)c2ccccc2)c2ccccc12	-7%[9.22 µM]	-8%	-4%	-1%	1.1%	14%	/
